# Screening data: PubChem BioAssay, Icahn School of Medicine at Mount Sinai
# ROC1-CUL1 inh: human ROC1-CUL1 E3 ligase inhibition; 140,000 tested, 0.6% active; inhibition, % at 10 µM; in vitro K48 di-Ub FRET, acceptor:donor ratio, 45 min; in the data active means inhibition above about 25%
# Target sequence (P62877 whole entry, looked up): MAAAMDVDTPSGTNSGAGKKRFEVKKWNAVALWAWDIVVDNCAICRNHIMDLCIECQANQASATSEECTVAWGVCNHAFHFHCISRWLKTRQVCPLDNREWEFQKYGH
# Target sequence (Q13616 whole entry, looked up): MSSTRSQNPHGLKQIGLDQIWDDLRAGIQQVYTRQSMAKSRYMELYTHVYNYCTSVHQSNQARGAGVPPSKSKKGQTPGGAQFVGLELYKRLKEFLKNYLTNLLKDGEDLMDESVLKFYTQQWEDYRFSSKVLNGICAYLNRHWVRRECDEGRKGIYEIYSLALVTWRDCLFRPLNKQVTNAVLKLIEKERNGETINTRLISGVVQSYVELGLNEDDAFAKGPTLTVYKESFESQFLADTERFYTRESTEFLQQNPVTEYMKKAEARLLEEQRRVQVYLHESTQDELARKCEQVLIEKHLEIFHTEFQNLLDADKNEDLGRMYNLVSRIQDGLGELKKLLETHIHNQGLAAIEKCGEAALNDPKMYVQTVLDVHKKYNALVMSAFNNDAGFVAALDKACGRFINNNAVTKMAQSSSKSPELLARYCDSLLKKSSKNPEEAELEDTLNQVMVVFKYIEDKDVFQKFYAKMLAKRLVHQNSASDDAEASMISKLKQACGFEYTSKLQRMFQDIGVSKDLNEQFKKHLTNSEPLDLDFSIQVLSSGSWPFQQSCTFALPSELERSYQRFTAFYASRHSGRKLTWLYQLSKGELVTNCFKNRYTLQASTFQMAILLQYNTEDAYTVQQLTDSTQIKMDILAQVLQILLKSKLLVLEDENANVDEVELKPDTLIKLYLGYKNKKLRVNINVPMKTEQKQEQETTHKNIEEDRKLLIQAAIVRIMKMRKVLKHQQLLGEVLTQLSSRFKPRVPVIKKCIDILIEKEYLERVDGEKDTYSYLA
# * = called active by the depositor; & = joins results of further samples.
SMILES,ROC1-CUL1 inh
CC(C)(C)NC(=O)c1ccccc1-c1ccccc1C(=O)c1ccccn1,-10
Cc1ccc(C(=O)C2C(=O)C(=O)N(CC3CCCO3)C2c2ccc(C(C)(C)C)cc2)o1 (configuration not stated),4
CCN(CC)c1ccc(NC(=O)c2ccc(Cl)cc2Cl)cc1,-7
Cc1cc(O)c(-c2ccn[nH]2)cc1Cl,-11
COCC1CCCCN1Cc1nc(-c2ccccc2C)oc1C (configuration not stated),3
Cc1cccc2c1N(C(=O)c1cccc(NC(=O)CCc3ccccc3)c1)CCC2,18
O=C(CSc1ncccn1)Nc1cc(C(F)(F)F)ccc1Cl,-3
CCC(C)n1c(C)c(C)n2c3c(=O)n(CCOC)c(=O)n(C)c3nc12 (configuration not stated),3
CCOc1cc2c(cc1OCC)C(CC(=O)OC)N(C(=O)Nc1cc(C)cc(C)c1)CC2 (configuration not stated),-18
CCOC(=O)C1C(=O)NC(N2CCCCC2)=NC1c1ccc(OC)c(OC)c1 (configuration not stated),-10
CN(Cc1ccccc1)C1CCCN(C(=O)CCC2=NNC(=O)CC2)C1 (configuration not stated),0
Cc1ccc(N2CCN(C(=O)c3c(C)oc4ncn(CC(C)C)c(=O)c34)CC2)c(C)c1,5
O=C(CSc1c2c(nc3cc(Cl)ccc13)CCCC2)N1CCN(c2ccccc2F)CC1,-12
COc1ccc(Cl)cc1NC(=O)C1CCN(S(=O)(=O)c2ccc3c(c2)CC(C)N3C(C)=O)CC1 (configuration not stated),-1
N#Cc1cc2[nH]c(=O)c(=O)[nH]c2cc1N,8
CCc1c(C)nc2nncn2c1Nc1ccc(Cl)cc1,-5
CCCCC1(O)C(=O)Nc2ccccc2C1=O (configuration not stated),-6
CCCn1c(=O)c2c(nc3n2CC(C)=NN3)n(C)c1=O,3
COc1ccc2cc(CNc3ccccc3)c(=O)n(CC(=O)Nc3ccc(C(C)=O)cc3)c2c1,-3
CCOC(=O)N1CCc2c(sc(NC(C)=O)c2C(=O)Nc2ccc(OC)cc2OC)C1,12
CCCCC(=O)NCc1cccc(CNC(=O)CCCC)c1,-7
COc1ccc(S(=O)(=O)NCCc2csc3nc(-c4ccc(OC)c(OC)c4)nn23)cc1C,-7
CCc1cccc(-n2nnc(-c3nsc(NC(=O)c4cccc(OC)c4)n3)c2C)c1,9
COC(=O)C1=CN(CCOc2ccccc2)C=C(C(=O)OC)C1c1ccc(Cl)cc1,-1
O=C(CCCN1C(=O)c2cccc3cccc(c23)C1=O)N1CCN(c2ccc(F)cc2)CC1,0
CCCCn1c(=N)c(C(=O)NC(C)c2ccccc2)cc2c(=O)n3ccccc3nc21 (configuration not stated),10
O=C1NC2(Nc3sc4c(c31)CCCC4)C(=O)Nc1ccccc12 (configuration not stated),8
Cc1cc(C)c(S(=O)(=O)c2cccc(C(C)C)c2)c(C)c1,-1
Cc1ccc2c(C)c(C(=O)N3CCCO3)oc2c1C,-3
CCC(C)OC(=O)C1C(C)=NC(=O)NC1c1cccc(Oc2ccccc2)c1 (configuration not stated),13
Cc1cccc(CSc2nnc(C3CC3)n2C)c1,-9
CCOC(=O)c1c(NC(=O)C(F)(OC)C(F)(F)F)sc(C(=O)Nc2ccccc2)c1C (configuration not stated),5
Cc1ccc(O)c(NS(=O)(=O)c2ccccc2C)c1,10
O=C(CNC(=O)c1ccccc1)N/N=C/c1cc(Br)ccc1O,7
Cn1c(=O)c2sccc2n2c(CCC(=O)NCc3ccc(F)cc3)nnc12,-1
O=C(c1ccc(N2CCC(NCC3(c4ccccc4)CCCC3)CC2)cc1)N1CCCC(CO)C1 (configuration not stated),6
O=C(CCNC(=O)Nc1cccc(Cl)c1)NCCOc1ccccc1,0
N#Cc1ccccc1CSc1nc2ccccc2s1,-21
COc1cccc(-c2n[nH]c3c2CN(C(=O)c2cc(C)n(C)n2)CC3)c1,5
Cc1noc(-c2ccc(N3CCCCC3)c([N+](=O)[O-])c2)n1,-3
COc1ccc(CC(=O)Nc2nc3c(s2)CC(C(C)(C)C)CC3)cc1 (configuration not stated),-2
Cc1cc(OC(C)C(=O)N2CCCN(C)CC2)cc(C)c1Cl (configuration not stated),1
O=C(c1ccc(Cl)cc1)C1CCCN(C(=O)CN2CCCCC2=O)C1 (configuration not stated),4
CC(=O)OC1CC(Br)C(Br)CC1OC(C)=O (configuration not stated),-5
N#CC1C(=N)SC2c3ccccc3CCC12 (configuration not stated),11
CC(C)(C)c1cc(OC(=O)C2CC2)ccc1OC(=O)C1CC1,6
CC1CCN(c2nn3c(=O)c(C(=O)NCc4ccc(Cl)cc4)cnc3s2)CC1,5
Cc1ccc(C)c(NC(=O)N2CCN3CCCCC3C2)c1 (configuration not stated),2
O=C(CSc1nc2sc3c(c2c(=O)[nH]1)CCCC3)N1CCCCC1,-2
CC(C)Oc1c(-c2cccs2)c(=O)c1=O,-5
O=C1OC(c2ccccc2)=N/C1=C\c1ccc(OC2CCCC2)cc1,2
Cc1cccc(CN2CCC(C(=O)N3CCc4ccccc4C3)CC2)c1,-5
CN1CC=C2C(C#N)C(=N)C(C#N)(C#N)[C@H](c3ccc4c(c3)OCO4)[C@H]2C1 (some centres not stated),1
COC(=O)c1c(C)nc2c(c(SC)nn2-c2ccccc2)c1N,4
CCN(CC)c1ccc(/C=N/NC(=O)CN(N=Nc2nonc2N)c2nonc2N)cc1,-9
COc1ccc(-c2nc3n(n2)C(=O)CC(c2ccc(Cl)cc2)S3)cc1 (configuration not stated),-6&0
Cc1ccccc1NC(=O)CN(C)C1CCCCC1,8
CCCCNC(=O)c1ccc2c(c1)N=C(CC)c1ccccc1S2,-3
Cc1ccccc1Cn1cc(S(=O)(=O)c2ccc(F)cc2)c(=O)c2cc3c(cc21)OCO3,6
O=C(Cc1ccc(F)cc1Cl)NC1CCCN(Cc2ccccn2)C1 (configuration not stated),-8

# As entered above:
# ROC1-CUL1 inh with O=C(CSc1nc2sc3c(c2c(=O)[nH]1)CCCC3)N1CCCCC1 is entered as -2
# ROC1-CUL1 inh with Cc1ccccc1Cn1cc(S(=O)(=O)c2ccc(F)cc2)c(=O)c2cc3c(cc21)OCO3 is entered as 6
# ROC1-CUL1 inh with Cc1ccccc1NC(=O)CN(C)C1CCCCC1 is entered as 8

# (further entries)
SMILES,ROC1-CUL1 inh
COC(=O)CCNC(=O)c1cc(Cn2ccnc2C(C)C)[nH]n1,-2
Nc1cccc2c1c1c(n2S(=O)(=O)c2ccccc2)CCC1,3
COc1ccc(NC(=O)Cn2c(SCc3ccc(C)cc3)nc3cccnc32)cc1OC,-11
C/C=C/C=C/c1cc2cccc(OC)c2c(=O)n1C,1
Cc1ccn2c(=O)cc(COc3ccc(NC(=O)COc4ccc(Cl)cc4)cc3)nc2c1,0
Cc1ccc(C(C)C(=NC(=O)c2ccccc2)C(=O)NCc2ccccc2)cc1 (configuration not stated),2
COc1ccccc1-c1nn2c(-c3cccc(F)c3)nnc2s1,0
COc1cc(C(=O)O)c2c(c1)C(C)=CC(C)(C)N2,-5
COc1ccc(NC(=O)c2c(C)noc2C)cc1Cl,5
CN(CCOC(=O)c1cccc(Br)c1)C(C)(C)C,-9
CC1(C)CC(=O)C2=C(C1)OC(=N)C(C#N)C2c1ccc(-c2ccccc2C#N)o1 (configuration not stated),3
CC1=CC(=O)NC2=NN(c3ccccc3)C(=O)C12 (configuration not stated),4
Cc1cc(/C=N\Nc2ccc([N+](=O)[O-])cn2)c(C)n1-c1cccc2ccccc12,11
CCCCc1nc2cc(C(=O)NCCCOC(C)C)ccc2o1,4
COc1ccc(NC(=O)CCCn2c(=O)c3cccn3c3ccccc32)c(OC)c1,7
CCc1ccccc1NC(=O)CSc1nnc(C23CC4CC(CC(C4)C2)C3)o1,-2
CSCCC(=O)N1CCCC(C(=O)c2ccc(Cl)cc2)C1 (configuration not stated),15
CN(CCOc1ccccc1)C(=O)c1cc(-c2cn[nH]c2)nc2ccccc12,4
CCOc1ccc(C(C)(C)C)cc1S(=O)(=O)n1ccnc1C,-4
CC(C)(C)c1cc(/C=N/NC(=O)c2ccc(Cl)cc2Cl)cc(C(C)(C)C)c1O,2
Clc1ccc(-n2cccc2C=Nc2ccc3c(c2)OCO3)cc1,3
O=C(Nc1ccc(F)cc1F)c1cc(CN2CCOCC2)on1,-1
CCCNC(=O)c1nnn(-c2ccc(F)cc2)c1C,3
O=C(/C(=C(\[O-])c1ccccc1)[n+]1ccc2ccccc2c1)c1ccccc1,6
Cc1ccc(NC(=O)c2ccccc2Br)c(C(=O)c2ccccc2)c1,5
C/C(=N/NC(=O)Cc1cccs1)c1ccc2c(c1)CCCC2,-3
COc1ccc(S(=O)(=O)N2CCC(C(=O)NCc3ccccn3)CC2)cc1Cl,-6
CN(C)c1ccc(C2C(C(=O)c3cc4ccccc4o3)C(=O)C(=O)N2c2nnc(SCc3ccccc3F)s2)cc1 (configuration not stated),0
CC(C)(C)c1cccc2nc(-c3ccccc3)c(-c3ccccc3)nc12,6
COc1cccc2c1cc1c(=O)n(CC(=O)NCc3ccc(C)o3)nc(C)n12,-1

# Part of the list above in order of molecular weight, falling:
SMILES,ROC1-CUL1 inh
CN(C)c1ccc(C2C(C(=O)c3cc4ccccc4o3)C(=O)C(=O)N2c2nnc(SCc3ccccc3F)s2)cc1 (configuration not stated),0
CC(C)(C)c1cc(/C=N/NC(=O)c2ccc(Cl)cc2Cl)cc(C(C)(C)C)c1O,2
CCc1ccccc1NC(=O)CSc1nnc(C23CC4CC(CC(C4)C2)C3)o1,-2
Cc1ccc(NC(=O)c2ccccc2Br)c(C(=O)c2ccccc2)c1,5
CCOc1ccc(C(C)(C)C)cc1S(=O)(=O)n1ccnc1C,-4

# 7 compounds from above, sorted by the number in ROC1-CUL1 inh, high to low.
Molecule | ROC1-CUL1 inh
O=C(/C(=C(\[O-])c1ccccc1)[n+]1ccc2ccccc2c1)c1ccccc1 | 6
CN(CCOc1ccccc1)C(=O)c1cc(-c2cn[nH]c2)nc2ccccc12 | 4
CCCNC(=O)c1nnn(-c2ccc(F)cc2)c1C | 3
O=C(Nc1ccc(F)cc1F)c1cc(CN2CCOCC2)on1 | -1
C/C(=N/NC(=O)Cc1cccs1)c1ccc2c(c1)CCCC2 | -3
CCOc1ccc(C(C)(C)C)cc1S(=O)(=O)n1ccnc1C | -4
COc1ccc(S(=O)(=O)N2CCC(C(=O)NCc3ccccn3)CC2)cc1Cl | -6

# Continued:
SMILES,ROC1-CUL1 inh
CCCCNS(=O)(=O)c1ccc(C)c(-c2nnc3c4ccccc4c(C)nn23)c1,-13
CCOC(=O)c1cnc2ccc(C)cc2c1Nc1ccc(N(CC)CC)cc1,-3
Cc1cccc(N2NC(=O)/C(=C\c3cccs3)C2=O)c1,-6
COc1ccc(OCC(=O)Nc2ccc(C)c(Cl)c2)cc1,4
CCn1c(=O)c(C(=O)Nc2ccc(C(C)=O)cc2)nc2ccccc21,-7
Cc1cccc(C(=O)Nc2cccc(C(C)O)c2)c1 (configuration not stated),1
Cc1cc(C)cc(NC(=O)CSc2nc3c(cnn3-c3ccc(F)cc3)c(=O)[nH]2)c1,-6
CCOC(=O)c1c(C)n(C)c2ccc(OCC(O)CN3CCCCC3C)cc12 (configuration not stated),4
CC(C)C(=O)NCCN1CCOCC1,6
Cc1ccccc1Cn1c(C(=O)O)c(CNCc2cccc(F)c2)c2ccccc21,6
CCc1ccc(C(=O)COC(=O)C(Cc2c[nH]c3ccccc23)NC(=O)c2ccc(CC)cc2)cc1 (configuration not stated),-4
COc1cc(NC(=O)CCn2nc(C)cc2C)cc(OC)c1OC,-2
COc1ccc(C)cc1N1CC(C(=O)N2CCN(c3ccccc3)CC2)CC1=O (configuration not stated),-2
COc1ccc(CNCc2ccc(C(=O)O)cc2)cc1,-4
CN1C(=O)C(SC2CCCCC2)C(=O)c2ccccc21 (configuration not stated),5
CC1=C(C(=O)Nc2ccccc2)C(c2ccccc2)n2c(s/c(=C/c3ccc(-c4cccc(Cl)c4)o3)c2=O)=N1 (configuration not stated),-10
NC(=O)N1CCN(c2ccc(Cl)c(Cl)c2)CC1,7
CC(=O)N1CCCC1c1nc2ccccc2n1Cc1ccccc1 (configuration not stated),-4
CCc1c[nH]n2c(=O)cc(Cn3nc(C)c4ccccc4c3=O)nc12,12
O=C(Cc1ccccc1)Nc1nc2c(s1)C(=O)CC(C(=O)NCc1cccc(-n3cccn3)c1)C2 (configuration not stated),-8
CCOc1c(C=C(C#N)C#N)c2ccccc2n1CC,2
COc1ccc(CCC(=O)Nc2ncn[nH]2)cc1,2
CC(=O)Nc1cccc(Oc2ccc(C#N)c(C#N)c2)c1,-8
COc1ccc(NC(=O)c2ccc(Oc3ccccc3)cc2)cc1,13
CCOc1ccccc1NC(=O)CN1CCCC(C)C1 (configuration not stated),5
CC1CN(C(=O)N2CCC(C(=O)N3CCN(c4ccccc4)CC3)CC2)c2cc(Cl)ccc2O1 (configuration not stated),-2
CCC1CCc2c(sc(NC(=O)C3CCCCC3C(=O)O)c2C(N)=O)C1 (configuration not stated),-1
COc1ccc(CNC(=O)c2cnc3sc(N4CCOCC4)nn3c2=O)cc1,-7
O=C(Cn1[nH]c(=O)ccc1=O)N1CCC2(CCCN(Cc3ccccc3F)C2)C1 (configuration not stated),-8
Cc1nc(-c2ccccc2)[nH]c(=O)c1C(=O)O,-9

# In another format: entries from further up
ROC1-CUL1 inh	SMILES
2	COc1ccc(CCC(=O)Nc2ncn[nH]2)cc1
-8	CC(=O)Nc1cccc(Oc2ccc(C#N)c(C#N)c2)c1
13	COc1ccc(NC(=O)c2ccc(Oc3ccccc3)cc2)cc1
5	CCOc1ccccc1NC(=O)CN1CCCC(C)C1 (configuration not stated)
-2	CC1CN(C(=O)N2CCC(C(=O)N3CCN(c4ccccc4)CC3)CC2)c2cc(Cl)ccc2O1 (configuration not stated)
-1	CCC1CCc2c(sc(NC(=O)C3CCCCC3C(=O)O)c2C(N)=O)C1 (configuration not stated)
-7	COc1ccc(CNC(=O)c2cnc3sc(N4CCOCC4)nn3c2=O)cc1

# Going on with the list.
SMILES,ROC1-CUL1 inh
Cc1cc(-c2nnc(CCC(=O)NCCCOC(C)C)o2)c(C)o1,6
CCCN1CCN(CCCNC(=O)Cn2c(-c3cccs3)cc3cc(Cl)ccc32)CC1,9
CC(C)(C)C1CCc2c(sc(NC(=O)c3ccccc3F)c2C(=O)N2CCCCC2)C1 (configuration not stated),3
CN(CCc1cccnc1)C(=O)c1ccc(C2CCCN2)s1 (configuration not stated),2
N#CC1C(=N)Oc2cc(Nc3ccccc3)ccc2C1c1ccccc1 (configuration not stated),9

# An excerpt; the hit share may differ from the screen's.
